NCI-60 one-dose screen, 48 h, at 10 µM unless noted. Numbers give growth in % (100 = growth as untreated, 0 = no growth, -100 = all killed).
HL-60(TB): HL-60(TB) leukemia cells; hit rate 9% among 78,000; AID 1794776; active means growth percent below 10
* hit, by the source's call; & = joins results of further samples; [ ] = dose if it differs, or a comment. An excerpt. The share of hits here may be higher or lower than overall.

SMILES	HL-60(TB)
S=C1Nc2ccccc2C(=S)N2CCCC12 (stereo not drawn)	99
O=C(c1ccccc1)C1N=NCC1c1ccc(Cl)cc1 (stereo not drawn)	127
CCOC(=O)c1c(C)oc2ncnc(N3CCN(C(=O)Nc4cccc(C)c4)CC3)c12	93
CCOC(=O)c1cc[nH]c1CC(=O)NC	86
COc1ccc(/C=C(\C#N)n2nnc3cc(C(=O)Nc4ccccc4SC)ccc32)cc1	71
CC(=O)OCC1O[C@@H](Oc2ccc3c(C)cc(=O)oc3c2C(C)=O)C(OC(C)=O)[C@@H](OC(C)=O)[C@H]1OC(C)=O (stereo partly drawn)	93
COc1ccc2nc3ccccc3c(NCc3ccc(F)cc3)c2c1	-35*
CC/C(=C(\c1ccc(OCCN2CCCCC2)cc1)c1ccc(OC(=O)c2ccccc2)cc1)c1ccccc1	98
COc1ccc(C2C=C(c3ccc(Cl)cc3)N=C3SC=C(C)N32)cc1OC (stereo not drawn)	94
COc1ccc([C@H]2[C@H](O)C(=O)N2c2cc(OC)c(OC)c(OC)c2)cc1F	-13*
COc1ccc(NC(=O)/C=N/O)cc1	95
Oc1c(C(Nc2ccccc2)c2ccccc2)ccc2cccnc12 (stereo not drawn)	16
O=C1/C(=C/c2ccc(Cl)cc2)CN(Cc2cn(CCCNc3ccnc4cc(Cl)ccc34)nn2)C/C1=C\c1ccc(Cl)cc1	-47*
Nc1ncc(-c2ccc(C(=O)N3CCC(O)CC3)cc2)nc1-c1ccc(C(F)(F)F)cc1	90
O=C(Cl)c1ccc(C(=O)Cl)cc1	78
CC(=O)N1N=C(c2ccccc2)CC1c1ccc2c(c1)OCO2 (stereo not drawn)	106
c1ccc2c([C@H]3CC[C@H](c4c[nH]c5ccccc45)c4[nH]c5ccccc5c43)c[nH]c2c1	87
CCN(CC)CCNc1ccc([N+](=O)[O-])c2sc3ccccc3c(=O)c12	17
CCCCCC(C)NC(=O)CCl (stereo not drawn)	89
N#CC1=C(N)Oc2c(sc3c(F)cccc23)C1c1ccc(O)cc1 (stereo not drawn)	51
COc1ccc(-n2c(-c3ccc(C)cc3)cnc2SCC(=O)Nc2ccc(-c3nc4ccccc4s3)cc2)cc1	121
Nc1ccccc1SC1CC(=O)N(c2ccccc2Cl)C1=O (stereo not drawn)	83
COc1ccc2[nH]c(=O)c(C3C4=C(CC(C)(C)CC4=O)Nc4c3c(C)nn4-c3ccccc3)cc2c1 (stereo not drawn)	97
CCNc1nc(-c2ccc(Cl)c(O)c2)c(-c2ccnc(NCCNS(=O)(=O)c3ccc(C)cc3)n2)s1	75
CC1C2Cc3ccc(O)cc3C1(C)CCN2CC1CC1 (stereo not drawn)	154
CCO/C=N/C1=C(C#N)C(c2ccc(F)cc2)c2sc3c(F)cccc3c2O1 (stereo not drawn)	6.4*
O=C(O)COc1cc([N+](=O)[O-])c(Cl)cc1Cl	100
COC(=O)C1=C(O)CON(c2ccccc2)[C@H]1c1ccccc1	123
COc1ccc(C2C(C#N)=C(/N=C/c3ccc(Cl)cc3)Oc3c2sc2c(C)cccc32)cc1 (stereo not drawn)	4.0*
CCN(CC)CCOc1ccccn1	97
COC(=O)C1(C)CCCC2(C)C1CCC13OCC(CC21)C(O)(C(C)C)C3O (stereo not drawn)	106
COc1ccc(/C=C2/CN(CCC#N)C/C(=C\c3ccc(OC)cc3)C2=O)cc1	14
CCOC(=O)c1[nH]n(-c2ccccc2)c(=O)c1C=NC(=S)c1cccnc1	100
Clc1csc2ccccc12	111
CC(=O)Nc1ccc(-c2ccc3c(c2)NC(=O)/C3=C\c2ccc[nH]2)cc1	96
CN(C)C(C)(C)C(O)c1ccccc1 (stereo not drawn)	100
O=C(CCc1nnc2sc(-c3ccc(Cl)cc3Cl)nn12)c1nc2ccccc2[nH]1	3.5*
Cc1ccc(Nc2nc(N)nc(CSCC(=O)NN)n2)cc1	21
CS(=O)(=O)c1ccc(-c2nn(-c3ccc(F)cc3)cc2/C=N/NC(=O)c2ccncc2)cc1	105
O=[N+]([O-])c1cnc(N2CCN(Cc3cccc(F)c3)CC2)nc1N1CCN(Cc2cccc(F)c2)CC1	100
CCNC(=O)Oc1ccc(/C(=C(/C)c2ccc(OC)cc2)c2ccc(OCCN(C)C)cc2)cc1	63
CCN(Cc1cccc(S(=O)(=O)O)c1)c1ccc(C(=C2C=CC(=[N+](CC)Cc3cccc(S(=O)(=O)O)c3)C=C2)c2ccccc2)cc1	124&109
COc1ccccc1NC(=O)c1cccc(C2CCc3c(cc(OC)c(OC)c3OC)O2)c1 (stereo not drawn)	93
c1ccc(CN2C(c3ccccc3)=Nc3ccccc3C2c2c[nH]c3ccccc23)cc1 (stereo not drawn)	20
Cc1nc2ccc(OCc3cn(Cc4ccccc4)nn3)cc2c(=O)n1CC(=O)NO	97
O=C(Nc1ccc(Oc2cccc(F)c2)c(Cl)c1)c1cnccn1	3.1*
O=C(CNc1nc(-c2ccccc2)cs1)Nc1ccccc1	-31*
Cn1cc(C2=C(c3cccc4ccccc34)C(=O)N(O)C2=O)c2ccccc21	86
Cc1ccc2c(C)nc(Nc3nc(C)cc(-c4ccccc4)n3)nc2c1	129
CCOC(=O)n1c2ccccc2c(=O)n1CCO	102
O=C1NC(=O)c2ccccc21	96
C[n+]1ccc(C#N)c2ccccc21	70
O=C(O)/C=C/C(=O)NCc1ccccc1	105
CCSc1nnc(-c2cnn3c2NC(c2ccccc2)C3)n1-c1ccccc1 (stereo not drawn)	62
CC1CCOC(c2ccc(Cl)cc2Cl)O1 (stereo not drawn)	103
Cn1c(O)c(/C=C2\C=c3ccccc3=N\C2=N\c2nc3ccccc3s2)c(=O)n(C)c1=O	107
OCC1OC(n2cnc3c(Cl)ncnc32)CC1O (stereo not drawn)	121
O=C(Nc1cccc2ccccc12)c1cc2ccccc2cc1O	9.1*
CCOC(=O)C(=O)CC(=O)N1C(=S)NC(=O)C1CC(C)C (stereo not drawn)	111
COc1ccc(C(Cc2ccccc2)NC(C)C)cc1 (stereo not drawn)	98
The results go on:
SMILES	HL-60(TB)
Clc1ccc(Nc2ccnc3[nH]c4ccc(Br)cc4c23)cc1	128
COc1cc2c(C)cc(=O)oc2cc1O	94
COc1ccc(C2=C(c3cn(C)c4ccccc34)C(=O)NC2)cc1OC	90
CCO/C=C1\C(=O)N(C(C)=O)c2cc(OC)c(OC)cc21	96
O=C(/C=C/c1ccc(Cl)cc1)c1c(O)c2ccccc2oc1=O	95
COc1ccc(-c2ccnc3c(C#N)c(SC)nn23)cc1OC	97
CCOC(=O)c1c(C)nc2c(c1N)CC(=O)N2[C@@H](C)c1ccccc1	92
CC(=O)c1ccc(OCc2cn(CC(=O)Nc3nc4ccccc4s3)nn2)cc1	99
O=C(Nc1nc(C(=O)N2CCN(C(c3ccccc3)c3ccccc3)CC2)cs1)c1ccc(NCCc2ccccc2)c([N+](=O)[O-])c1	94[5.5 µM]
CCC(c1ccccc1)C(CC)c1ccc(O)cc1 (stereo not drawn)	76
COC(=O)[C@]1(C)CCC[C@@]2(C)[C@H]1CC=C1C=C(C(C)C)CC[C@@H]12	118
Oc1ccc(Br)cc1Sc1cc(Br)ccc1O	28
O=C(CNCc1cc(=O)oc2ccc3ccccc3c12)N1CCOCC1	92
NS(=O)(=O)Oc1ccc2c(ccn2C(=O)C2CCCCC2)c1	98
COc1cc(C2CC(c3cccc(Nc4ccncc4)c3)=NN2c2cc(Cl)cc(Cl)c2)cc(OC)c1OC (stereo not drawn)	-45*
CNCc1cccc2c1OCCOCCN(C)C(=O)CN(C)S(=O)(=O)c1ccc(cc1)-c1cnc(N)c(n1)C(=O)N2	-33*
COC(=O)C1=CC(=O)n2nc3n(-c4ccccc4)c(=O)/c(=C\c4ccc(OC)cc4)n3c2=NN1	103
O=c1[nH]c(=S)[nH]c2sc3c(c12)CCC1(C3)OCCO1	99
c1cn2c(ccc3nc(-c4cn[nH]c4)c4c(c32)CCCC4)n1	74
COc1cccc(-c2nc3sccn3c2-c2ccnc(NCCCNS(=O)(=O)c3cccc(F)c3)c2)c1	-27*
C/C(=N\O)C1(C)CC=CCC1CO (stereo not drawn)	94
CC1=CC(O)(c2ccccn2)P(=O)(c2ccccc2)C=C1C (stereo not drawn)	105
CCCCCC1(/C=N/NC(N)=S)NC(=O)NC1=O (stereo not drawn)	91
C(=C/c1ccnc(/C=C/c2ccccc2)c1)/c1ccccc1	97
NC(=S)N/N=C/c1ccc(Cl)cc1Cl	36
Nc1cc(S(=O)(=O)O)cc2ccccc12	88
Nc1nonc1-c1nc2ccccc2n1CC(=O)Nc1ccc(F)c(Cl)c1	90
O=C1c2cccc(Cl)c2C(=O)c2c(Cl)cccc21	83
Cc1ccccc1N=Nc1ccc(N=Nc2ccc(O)cc2)c(C)c1	34
COc1cc2nc(N3CCCC3)nc(NCCc3ccccc3)c2cc1OC	-54*
CS(=O)(=O)c1ccc(-c2nc3ccccn3c2/C=N/N=C(N)N)cc1	99
COc1cc(C)c2sc3ccccc3c(=O)c2c1NCCN(C)C	61
NC1N=C(Nc2ccc(Cl)cc2)N=CC(c2cc3cc(Br)ccc3oc2=O)=N1 (stereo not drawn)	90
Cc1nc2ccccc2c(/C=C/c2ccc(C(F)(F)F)cc2)c1C(=O)/C=C/c1ccccc1	-19*
FC(F)(F)c1ccc2nc[nH]c2c1	111
COc1cc2nc(SCC(=O)NC3CCCCC3)n(-c3ccc(S(=O)(=O)Nc4ccc(Cl)nn4)cc3)c(=O)c2cc1OC	100
Cn1c(SCC(=O)c2ccc(Cl)cc2Cl)nc2ccccc2c1=O	87
CC(=O)Oc1ccc(/C=C/c2cc(OC(C)=O)cc(OC(C)=O)c2)cc1	80
CN(C)CCCN1c2ccccc2Sc2ccc(Cl)cc21	93&107
CCSc1nc2ncnc(N(C)C)c2c(=O)[nH]1	96
COc1ccc(-n2ncn(Cc3ccc(Cn4cnn(-c5ccc(OC)cc5)c4=O)cc3)c2=O)cc1	95
O=C(O)c1c(Cl)n(Cc2ccc(Cl)cc2)c2ccc(O)cc12	92
O=c1c2cc(F)ccc2nc(SCc2ccc(Cl)cc2)n1-c1ccc(Cl)cc1	108
C=CCNC(=S)NNc1cc(=O)[nH]c2ccc(Br)cc12	99
CC1(C)C(N)=Nc2cc(OCCCCN3Cc4ccc(OCc5cn(CC(=O)N6CCC(CCN7CCCC7)CC6)nn5)cc4C3)c(OCC3CC3)cc21	98
CCOC(=O)C1(NC(=O)C2(N3C(=O)c4ccccc4C3=O)CCCC2)CCCC1	97
O=C1S/C(=C\c2ccco2)C(=O)N1Cc1cc2ccccc2nc1Cl	100
C=C(C[C@@](O)(C(=O)Oc1ccccc1)C(=O)C1CCCCC1)c1ccccc1	112
Cc1cc2c(cc1C)[n+](Cc1ccc3ccccc3c1)cn2Cc1ccc2ccccc2c1	-60*
O=C(O)C1(Nc2ccccc2Cl)CCCC1	106&97
COc1cc2c(cc1[N+](=O)[O-])-c1ccc([N+](=O)[O-])cc1/C2=N/NC(N)=S	88
Nc1cc(=O)[nH][nH]1	100&64
CCOC(=O)c1ccc(NC(N)=S)cc1	99
NCCCC(N)CC(=O)NCC1NC(=O)C(CO)NC(=O)C(N)CNC(=O)C(C2CCN=C(N)N2)NC(=O)/C(=C\NC(N)=O)NC1=O (stereo not drawn)	104
CCCC(C)C(=O)OCCCc1ccccc1 (stereo not drawn)	101
BrCCOc1ccc(OCCBr)cc1	102
CCN(C(=O)CN1CCN(c2cc3c(cc2F)c(=O)c(C(=O)O)cn3C2CC2)CC1)c1nc(-c2ccc(OC)cc2)cs1	30
CCC(C(=O)NC(=O)NOC)c1ccccc1 (stereo not drawn)	98
C[C@]12CC[C@@H]3c4ccc(OC(=O)c5ccccc5)cc4CC[C@H]3[C@@H]1CC[C@@H]2O	69
C=C[Si]12OCCN(CCO1)CCO2	100
CC1=CC2C(C3C=CC2(C)C(=O)C3(C)O)C(C)(O)C1=O (stereo not drawn)	100

Arranged by SMILES length (lowest first): part of the list above
SMILES	HL-60(TB)
Nc1cc(=O)[nH][nH]1	100&64
BrCCOc1ccc(OCCBr)cc1	102
C=C[Si]12OCCN(CCO1)CCO2	100
CCCC(C)C(=O)OCCCc1ccccc1 (stereo not drawn)	101
CCOC(=O)c1ccc(NC(N)=S)cc1	99
O=C(O)C1(Nc2ccccc2Cl)CCCC1	106&97
CCC(C(=O)NC(=O)NOC)c1ccccc1 (stereo not drawn)	98
CCSc1nc2ncnc(N(C)C)c2c(=O)[nH]1	96
CN(C)CCCN1c2ccccc2Sc2ccc(Cl)cc21	93&107
C=CCNC(=S)NNc1cc(=O)[nH]c2ccc(Br)cc12	99
Cn1c(SCC(=O)c2ccc(Cl)cc2Cl)nc2ccccc2c1=O	87
O=C(O)c1c(Cl)n(Cc2ccc(Cl)cc2)c2ccc(O)cc12	92
CC1=CC2C(C3C=CC2(C)C(=O)C3(C)O)C(C)(O)C1=O (stereo not drawn)	100
O=C1S/C(=C\c2ccco2)C(=O)N1Cc1cc2ccccc2nc1Cl	100
O=c1c2cc(F)ccc2nc(SCc2ccc(Cl)cc2)n1-c1ccc(Cl)cc1	108
NC1N=C(Nc2ccc(Cl)cc2)N=CC(c2cc3cc(Br)ccc3oc2=O)=N1 (stereo not drawn)	90
CCOC(=O)C1(NC(=O)C2(N3C(=O)c4ccccc4C3=O)CCCC2)CCCC1	97
Cc1cc2c(cc1C)[n+](Cc1ccc3ccccc3c1)cn2Cc1ccc2ccccc2c1	-60*
Cc1nc2ccccc2c(/C=C/c2ccc(C(F)(F)F)cc2)c1C(=O)/C=C/c1ccccc1	-19*
COc1ccc(-n2ncn(Cc3ccc(Cn4cnn(-c5ccc(OC)cc5)c4=O)cc3)c2=O)cc1	95
COc1cc2c(cc1[N+](=O)[O-])-c1ccc([N+](=O)[O-])cc1/C2=N/NC(N)=S	88
C[C@]12CC[C@@H]3c4ccc(OC(=O)c5ccccc5)cc4CC[C@H]3[C@@H]1CC[C@@H]2O	69
COc1cc2nc(SCC(=O)NC3CCCCC3)n(-c3ccc(S(=O)(=O)Nc4ccc(Cl)nn4)cc3)c(=O)c2cc1OC	100
CCN(C(=O)CN1CCN(c2cc3c(cc2F)c(=O)c(C(=O)O)cn3C2CC2)CC1)c1nc(-c2ccc(OC)cc2)cs1	30
NCCCC(N)CC(=O)NCC1NC(=O)C(CO)NC(=O)C(N)CNC(=O)C(C2CCN=C(N)N2)NC(=O)/C(=C\NC(N)=O)NC1=O (stereo not drawn)	104
CC1(C)C(N)=Nc2cc(OCCCCN3Cc4ccc(OCc5cn(CC(=O)N6CCC(CCN7CCCC7)CC6)nn5)cc4C3)c(OCC3CC3)cc21	98
